# pCIP destab: p/CIP-EGFP fusion destabilizers, primary screen, fluorescence, F442A cells; Q05BA5; 16 h; decrease of EGFP signal, % at 10 µM; actives 0.01% (n = 290,000);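 active = EGFP signal decrease of at least 30% at 10 µM or well 3 SD below plate mean, unless failing retest; inactive = the rest, including hits failing retest or dose response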; note: some compounds called inactive have numbers as strong as hits; many of its hits are not listed in these tables
# IMP-1 inhibitor: IMP-1 metallo-beta-lactamase inhibitors, primary screen, biochemical, epi-absorbance readout, Pseudomonas aeruginosa enzyme | inhibition, % at 5.6 µM | AID 1556, 2009 | metallo-beta-lactamase IMP-1 (Pseudomonas aeruginosa) | purified IMP-1, nitrocefin hydrolysis, epi-absorbance fluorescence | actives 0.45% (n = 290,000);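 active = inhibition above the mean plus 3 SD of all compounds in the same screening run, cut at about 4.5% in these data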;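 note: 0% = IMP-1 with DMSO and 100% = DMSO wells lacking enzyme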
#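 assay system = purified recombinant IMP-1 metallo-beta-lactamase enzyme | schedule = 15 min preincubation plus 25 min reaction at 25 °C | signal = Epi-absorbance fluorescence, 480 nm excitation, 530 nm emission | read-out basis = percent inhibition from optical density relative to buffer-blank wells | controls = IMP-1 with DMSO as 0%, enzyme-free DMSO as 100%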
# DNA FID counter: compounds displacing fluorescent DNA intercalator, primary screen, artefact control for HCV NS3 helicase inhibitor project, biochemical, FID fluorescence. DNA fluorescent intercalator displacement. inhibition, % at 7.9 µM. actives 0.17% (n = 290,000); in the data active = inhibition above about 37%;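 note: 0% = vehicle and 100% = reference compound; higher means more ethidium bromide displaced from hairpin DNA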
# IDE inh: human IDE inhibitors in live cells, primary screen, fluorescence polarization, HEK cells, FAbetaB substrate; actives 0.41% (n = 320,000); Insulin-degrading enzyme (Homo sapiens), P14735; FAbetaB cleavage; inhibition, % at 5.59 µM;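 active = percent inhibition above the average of all tested compounds plus 3 SD, set per screening campaign, cut at about 16% in these data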;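 note: IDE supplied by intact live HEK cells; FP after avidin binding of uncleaved biotin substrate so inhibition keeps polarization high; 0% = DMSO wells and 100% = 60 µM reference IDE inhibitor Ii1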
# Target sequence (P14735 whole entry, looked up): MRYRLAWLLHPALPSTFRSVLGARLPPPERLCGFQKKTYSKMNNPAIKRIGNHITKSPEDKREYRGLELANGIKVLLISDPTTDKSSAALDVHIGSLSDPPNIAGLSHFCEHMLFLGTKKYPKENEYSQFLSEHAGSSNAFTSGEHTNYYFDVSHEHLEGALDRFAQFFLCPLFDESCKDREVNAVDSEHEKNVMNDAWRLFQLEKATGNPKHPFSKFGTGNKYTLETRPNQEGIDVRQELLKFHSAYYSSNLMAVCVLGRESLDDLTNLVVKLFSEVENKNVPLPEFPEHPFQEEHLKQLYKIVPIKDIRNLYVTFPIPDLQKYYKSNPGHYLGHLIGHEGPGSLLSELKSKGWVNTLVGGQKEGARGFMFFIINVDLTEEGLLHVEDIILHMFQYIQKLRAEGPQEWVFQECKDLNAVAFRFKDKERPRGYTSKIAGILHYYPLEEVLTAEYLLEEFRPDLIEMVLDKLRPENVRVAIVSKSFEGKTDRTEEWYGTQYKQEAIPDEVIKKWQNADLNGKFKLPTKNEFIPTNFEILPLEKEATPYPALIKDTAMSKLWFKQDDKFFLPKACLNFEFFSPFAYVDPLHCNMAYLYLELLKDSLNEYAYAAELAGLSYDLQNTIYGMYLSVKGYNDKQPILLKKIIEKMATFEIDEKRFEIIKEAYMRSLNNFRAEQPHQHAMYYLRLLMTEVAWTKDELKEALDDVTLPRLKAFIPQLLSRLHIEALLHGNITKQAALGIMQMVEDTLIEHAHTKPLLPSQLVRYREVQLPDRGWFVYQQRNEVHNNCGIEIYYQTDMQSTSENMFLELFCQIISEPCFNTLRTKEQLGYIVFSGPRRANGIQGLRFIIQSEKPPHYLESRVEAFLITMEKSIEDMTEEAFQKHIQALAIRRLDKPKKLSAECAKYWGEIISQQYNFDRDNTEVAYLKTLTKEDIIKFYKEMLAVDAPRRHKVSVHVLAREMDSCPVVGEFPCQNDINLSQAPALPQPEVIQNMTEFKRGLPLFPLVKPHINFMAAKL
# VIM-2 inh: VIM-2 metallo-beta-lactamase inhibitors, primary screen, biochemical, epi-absorbance readout, Pseudomonas aeruginosa enzyme | purified VIM-2, nitrocefin hydrolysis, epi-absorbance fluorescence | inhibition, % at 5.6 µM | actives 0.89% (n = 290,000) | AID 1527, 2009;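 active = inhibition above the mean of all tested compounds plus 3 SD, cutoff set per screening run, cut at about 7.5% in these data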;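 note: red hydrolysis product quenches plate fluorescence so inhibitors raise well fluorescence; 0% = enzyme with DMSO and 100% = DMSO without enzyme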
# SUMO HTRF inh: inhibitors of in vitro SUMOylation cascade, primary screen, biochemical, HTRF, uHTS | SUMO-conjugating enzyme UBC9 (Homo sapiens), P63279 | HTRF SUMOylation assay, SAE1/SAE2 + UBC9 | inhibition, % at 35 µM | actives 0.36% (n = 290,000) | AID 2006, 2009; in the data active = inhibition above about 50%, passing the limit was not always enough; note: strong numbers were not always called active
# IDE cell activ: human IDE activators in live cells, primary screen, fluorescence polarization, HEK cells, FAbeta-B substrate; Insulin-degrading enzyme (Homo sapiens), P14735; FAbeta-B cleavage; 0% vehicle, 100% cell-free pure enzyme wells; activation, % at 5.96 µM; actives 0.073% (n = 340,000);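 active = activation above the mean of all tested compounds plus 3 SD, set per screening campaign, cut at about 17% in these data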
# PfM18AAP inh: PfM18AAP inhibitors, malaria aminopeptidase, primary screen, biochemical, QFRET, recombinant enzyme; M18 aspartyl aminopeptidase (Plasmodium falciparum 3D7); H-Glu-NHMec fluorogenic cleavage; inhibition, % at 7.35 µM; actives 1.2% (n = 290,000);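 active = inhibition above the campaign mean inhibition over all tested compounds plus 3 SD, cut at about 28% in these data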;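 note: 0% = plate median of test compound wells and 100% = 2 mM ZnCl2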
# HCV NS3 hel inh: inhibitors of HCV NS3 helicase, primary screen, biochemical, Cy5 molecular beacon fluorescence | actives 0.56% (n = 290,000) | AID 1800, 2009 | inhibition, % at 10.9 µM | Hepatitis C virus NS3 helicase | NS3 helicase DNA unwinding;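 active = inhibition above the mean of all tested compounds plus 3 SD, set per campaign, cut at about 35% in these data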;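 note: 0% = DMSO wells and 100% = thioflavine S control wells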
#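 Assay system – hepatitis C virus NS3 helicase domain fragment enzyme · Buffer or medium – MOPS pH 6.5, MgCl2, DTT, Tween20, BSA · Reagent – Cy5/quencher beacon DNA duplex and ATP to start · Compound – single 10.9 µM dose · Timing – 1 h at 25 °C · Technique – Cy5 beacon fluorescence read at start and 1 h · Measure – % inhibition of unwinding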
# An asterisk follows results filed as active; · = not tested or not shown.
SMILES,pCIP destab,IMP-1 inhibitor,DNA FID counter,IDE inh,VIM-2 inh,SUMO HTRF inh,IDE cell activ,PfM18AAP inh,HCV NS3 hel inh
CC(=O)N(CCc1ccccc1C)Cc1cc2ccc(C)cc2[nH]c1=O,-6,-1.5,-32,1,0.1,4,-3,-2,-8
CCCn1c(O)c(N=NC(=O)CNC(=O)c2cccnc2)c2ccccc21,-8,-0.5,-29,1,1.8,·,2,3,-5
CC(=O)Nc1ccc(S(=O)(=O)N2CCN(C(=O)C3COc4ccccc4O3)CC2)cc1 (configuration not stated),-9,-1.8,-11,-3,-2.1,8,-4,2,8
COCCNC(=S)N1CCCC(CO)C1 (configuration not stated),-29,-5.2,1,-4,-2.5,6,5,1,1
C[C@@H](C(=O)Nc1nc(-c2ccccn2)cs1)N1C(=O)C2CCCCC2C1=O (some centres not stated),1,11*,-10,2,2.4,11,-4,-16,2
Cc1nn(-c2ccccc2)c(N)c1C(c1ccccc1)c1c(C)nn(-c2ccccc2)c1N,3,-0.3,-28,-4,-2.8,-1,3,2,-15
CN(C)c1ccc(CN(C(=O)c2cc3ccccc3oc2=O)C2CCS(=O)(=O)C2)cc1 (configuration not stated),-2,-0.4,-35,1,-1.9,1,-2,10,-1
CCC(=O)NC(=S)Nc1ccc(NC(=O)c2ccccc2[N+](=O)[O-])cc1,5,-3.0,6,-3,1.9,-6,3,-5,-5
CCN(CC)CCn1c(NCc2ccc(OC)cc2)nc2ccccc21,-7,-2.1,10,7,-3.5,7,5,6,-2
CC(=O)Nc1ccc(S(=O)(=O)N(C)c2ccccc2)cc1,6,-2.7,-1,1,-1.5,-6,0,3,3
CC(C)C1Oc2ccccc2N(CC(=O)NC2CCCCC2)C1=O (configuration not stated),1,-2.2,-27,2,-1.3,-3,0,1,-4
CC(=O)N(Cc1cccnc1)c1cccc(-c2nc3ccccc3s2)c1,-12,-1.9,-24,5,-1.0,-2,1,8,-11
CCn1cc(C(=O)O)c(=O)c2cc(F)c(N3CCN(S(=O)(=O)c4ccc(NC(C)=O)cc4)CC3)cc21,2,-3.4,-1,1,0.3,8,5,-5,3
COc1ccc(C(=O)NC(=S)Nc2ccc(N3CCOCC3)cc2)cc1Cl,8,-4.0,-27,-1,-3.4,-2,5,-4,-12
O=C(O)COc1ccc(Br)cc1CP(=O)(c1ccccc1)c1ccccc1,-7,-0.6,-38,-2,-1.1,-8,-1,4,17
CSc1ccc(NC(=O)/C=C/C(=O)O)cc1,0,-2.9,4,1,-4.3,4,13,6,10
CCc1nnc(NC(=O)c2ccc(C)o2)s1,3,-1.3,-6,-2,-2.9,12,3,-1,2
CC1CN(C(=O)COC(=O)c2ccc(NC(=O)CC#N)cc2)CC(C)O1 (configuration not stated),-28,-3.4,-48,-2,-4.0,14,6,7,5
O=C(NCCN1CCOCC1)c1cc(-c2ccc(F)cc2)on1,-12,-3.6,-1,1,-1.1,-21,3,-3,-2
Cc1nn(-c2ccccc2)c(N2CCCC2)c1/C=N/NC(=O)c1cc(-c2cccs2)nc2ccccc12,-7,-3.3,-6,-1,-5.1,14,2,-3,1
CC(C)[C@H](NC(=O)c1ccc(Cl)c([N+](=O)[O-])c1)C(=O)NCc1ccc(Cl)cc1Cl,3,-0.8,4,1,-1.8,4,1,-6,-1
CCOC(=O)C1=C(N)OC2=C(C(=O)CC(C)(C)C2)C1C1CCCCC1 (configuration not stated),1,-0.4,-2,-5,-2.5,-6,-4,-3,1
CN1CCN(S(=O)(=O)c2ccc(NC(=S)NC(=O)c3ccc(Cl)cc3)cc2)CC1,-8,-2.4,8,·,27*,-7,3,6,-71
Cc1ccc(Cl)cc1N1CCN(C(=O)C2(S(=O)(=O)c3ccc(Cl)cc3)CC2)CC1,-20,-2.6,-14,-2,0.1,-11,3,0,-10
COc1ccc(C(=O)Nc2ccccc2C(=O)O)cc1NC(=O)C(c1ccccc1)c1ccccc1,-6,-3.0,-7,-6,-1.5,25,3,-4,16
O=C(CNC(=O)N1CC(=O)Nc2ccccc21)Nc1cc(Cl)ccc1Cl,-10,-0.9,-26,10,-1.5,2,-2,4,19
c1coc(CNc2nc(-c3cccs3)cs2)c1,11,-4.8,-4,1,-8.5,12,5,19,12
Cn1c2ccccc2c2cc(/C=C(\NC(=O)c3ccccc3)C(=O)O)ccc21,6,-1.0,-26,0,-0.5,-17,3,13,6
O=C(CCn1c(=S)[nH]c2ccccc2c1=O)NCCc1ccccc1,4,-2.5,-9,-2,-0.3,0,1,-1,6
COCCn1c(C)cc(C(=O)COC(=O)c2ccc([N+](=O)[O-])o2)c1C,9,-3.2,-2,3,-2.9,15,-2,7,-2
COc1ccc(CC(CC(=O)O)C(=O)NCc2ccccc2)cc1 (configuration not stated),6,-2.1,-6,2,-0.7,10,6,10,1
COc1ccccc1-c1nnc2sc(C3CCCCC3)nn12,-4,-3.7,-24,-1,-0.7,23,0,0,-8
CCOc1ccc(NC(=O)C(NC(=O)C2CCC(C)CC2)C(C)C)cc1 (configuration not stated),13,-2.9,-4,-1,-4.6,0,1,-2,14
CCOc1ccccc1Nc1nnc(SC(C)C(=O)Nc2nc(-c3ccccc3)cs2)s1 (configuration not stated),2,-2.5,1,-2,-3.6,-5,-6,-2,-3
O=C(NCc1ccccc1)C1=C[C@H](c2csc3ccccc23)C[C@H](OCc2ccc(CO)cc2)O1,6,·,·,3,·,-28,9,·,·
O=C(O)C1CCC(N2C(=O)C3C4CCC(C4)C3C2=O)CC1 (configuration not stated),-13,-1.1,-1,6,-2.5,22,2,2,-14
CCOC(=O)C1CCN(C(=O)C2(NC(=O)Nc3ccccc3C)CCCCC2)CC1,-11,-0.9,-24,2,0.9,13,-4,-10,-4
CC(NC(=O)c1ccco1)C(c1cccs1)N1CCN(c2ccccc2)CC1 (configuration not stated),-10,-2.1,-22,-3,-1.9,-1,5,-1,7
CC(=O)c1ccc(N2CCN(C(=O)c3ccc(Cl)c(NC4=NC5CS(=O)(=O)CC5S4)c3)CC2)cc1 (configuration not stated),-21,-0.5,-41,4,-1.8,·,-19,0,3
Cc1ccccc1CSCCNC(=O)Nc1ccccc1,-3,-1.4,-12,-2,-0.9,-5,-4,-3,-8
CN(CC(=O)NCc1ccccc1)Cc1ccc(Cl)cc1,9,-0.7,-6,2,0.5,2,3,-6,10
Cn1c(=NC(=O)C2=NNC(=O)CC2)sc2ccccc21,-1,0.6,-8,2,0.1,-8,4,-13,3
Clc1ccc(-c2noc(CN3CCN(c4ccccc4)CC3)n2)cc1,-7,-2.4,-7,5,-3.5,-7,-1,-4,-4
O=C(O)c1ccc(-c2nc(-c3ccccc3)c(-c3cccs3)[nH]2)cc1,0,0.2,-11,1,1.0,30,5,1,21
O=c1cc(Cc2nnc(SCc3ccccc3)n2-c2ccc(Cl)cc2)[nH]c(=O)[nH]1,15,-3.9,-26,-1,-3.1,1,-1,-3,-6
O=C(COC(=O)c1ccccc1C(=O)N1CCN(c2ccccc2)CC1)Nc1ccc(F)cc1,-58,-1.2,-35,8,-5.0,14,4,-7,6
O=C(Nc1ccc2c3c(cccc13)CC2)c1ccc(Br)o1,-2,-5.6,-4,-2,-4.8,19,-1,5,0
CN(C)S(=O)(=O)c1ccc2c(c1)Cc1cc(S(=O)(=O)N(C)C)ccc1-2,10,-3.1,-9,2,-1.5,-13,-1,-5,-22
CN(CC(=O)Nc1ccc(N2CCOCC2)cc1)C(=O)COc1ccccc1F,-4,-2.7,-6,-3,0.2,1,4,2,-15
O=C(Nc1ccc(Cl)cc1)N1CCCN(c2ccc(C(F)(F)F)cc2[N+](=O)[O-])CC1,12,-2.9,-3,1,-3.5,-18,1,4,-9
O=C(/C=C/NNC(=O)c1cccc(Br)c1)c1ccccc1,-9,-2.1,-10,-2,-2.0,1,-2,-8,5
CCn1cc(C(=O)Nc2ncccc2O)c(=O)c2cc(F)c(N3CCN(C(=O)c4ccco4)CC3)cc21,-8,8.0*,-40,-2,0.9,10,1,13,-5
COc1ccc(NC(=S)NNC(=O)COc2ccc(Cl)cc2Cl)cc1,-8,-0.3,-20,5,-1.9,-22,-18,-4,-6
O=C1Nc2ccccc2/C1=N\N=C\C1=C(N2CCOCC2)C(=C\c2ccccc2)/CC1,0,-3.0,-4,7,-1.7,-5,-19,-12,1
O=C(NCc1ccco1)c1cnn2c(C(F)(F)F)cc(-c3ccccc3)nc12,11,-3.5,-10,3,1.3,5,1,3,2
CSc1n[nH]c(=S)n1N,-6,-4.4,-5,3,-1.3,3,3,33*,9
C/C(=N\NC(=O)c1c(Br)c(C)nn1C)c1cccc(NC(=O)c2ccccc2C)c1,-10,-3.3,-8,1,-1.7,3,3,-5,5
CC(C)(C)OC(=O)N1CCCC1C(=O)N1CCCC1C(=O)N1CCCC1C(=O)O (configuration not stated),-3,-3.9,-2,·,-1.5,3,0,7,8
COCc1cc(C)nc(N/N=C/c2ccc(-c3ccc(Cl)cc3[N+](=O)[O-])o2)c1C#N,7,-3.5,2,·,-2.1,4,-8,2,16
NC(=O)c1cccnc1Nc1ccccc1Cl,-4,-1.4,0,5,-3.0,6,-5,-3,1

# (more compounds)
SMILES,pCIP destab,IMP-1 inhibitor,DNA FID counter,IDE inh,VIM-2 inh,SUMO HTRF inh,IDE cell activ,PfM18AAP inh,HCV NS3 hel inh
Cc1ccc(C2C(C#N)=C(N)Oc3c2c(=O)n(C)c(=O)n3C)cc1 (configuration not stated),-4,-1.6,-2,3,-1.5,19,2,-2,-2
CC(C)c1ccc(C2NC(=O)NC3=C2CCc2ccccc23)cc1 (configuration not stated),2,-1.6,-20,2,-3.5,16,1,-2,1
O=C(NCCc1ccccc1)c1ccc(=O)[nH]c1,4,-1.4,2,-7,2.4,-14,1,-6,7
O=C(CCCn1c(=O)[nH]c2ccsc2c1=O)Nc1ccc(F)cc1,-8,-1.4,-2,0,-0.8,18,5,2,-4
COCCn1c(CNc2ccc(F)cc2)nnc1SCC(=O)Nc1ccc(OC)cc1OC,-14,1.4,-11,1,-2.2,18,5,1,-5

# Looked up above:
# For IMP-1 inhibitor, `O=C(CCCn1c(=O)[nH]c2ccsc2c1=O)Nc1ccc(F)cc1` reads -1.4
# For DNA FID counter, `CC(C)c1ccc(C2NC(=O)NC3=C2CCc2ccccc23)cc1` (configuration not stated) reads -20

# High-throughput results as filed in PubChem.
